ERAP1 HTS inh = ERAP1 (human) enzyme inhibition; recombinant ERAP1, Leu-AMC fluorescence, 60 min; Q9NZ08; actives 0.15% (n = 340,000); inhibition, % at 10.7 µM;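 active = mean replicate inhibition of at least 30%, or all replicates individually reaching that 30% level; inactive = mean below 30% and not every replicate reaching it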;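 note: 0% = neutral control wells and 100% = L-leucinethiol positive control wells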
Target sequence (Q9NZ08 whole entry, looked up): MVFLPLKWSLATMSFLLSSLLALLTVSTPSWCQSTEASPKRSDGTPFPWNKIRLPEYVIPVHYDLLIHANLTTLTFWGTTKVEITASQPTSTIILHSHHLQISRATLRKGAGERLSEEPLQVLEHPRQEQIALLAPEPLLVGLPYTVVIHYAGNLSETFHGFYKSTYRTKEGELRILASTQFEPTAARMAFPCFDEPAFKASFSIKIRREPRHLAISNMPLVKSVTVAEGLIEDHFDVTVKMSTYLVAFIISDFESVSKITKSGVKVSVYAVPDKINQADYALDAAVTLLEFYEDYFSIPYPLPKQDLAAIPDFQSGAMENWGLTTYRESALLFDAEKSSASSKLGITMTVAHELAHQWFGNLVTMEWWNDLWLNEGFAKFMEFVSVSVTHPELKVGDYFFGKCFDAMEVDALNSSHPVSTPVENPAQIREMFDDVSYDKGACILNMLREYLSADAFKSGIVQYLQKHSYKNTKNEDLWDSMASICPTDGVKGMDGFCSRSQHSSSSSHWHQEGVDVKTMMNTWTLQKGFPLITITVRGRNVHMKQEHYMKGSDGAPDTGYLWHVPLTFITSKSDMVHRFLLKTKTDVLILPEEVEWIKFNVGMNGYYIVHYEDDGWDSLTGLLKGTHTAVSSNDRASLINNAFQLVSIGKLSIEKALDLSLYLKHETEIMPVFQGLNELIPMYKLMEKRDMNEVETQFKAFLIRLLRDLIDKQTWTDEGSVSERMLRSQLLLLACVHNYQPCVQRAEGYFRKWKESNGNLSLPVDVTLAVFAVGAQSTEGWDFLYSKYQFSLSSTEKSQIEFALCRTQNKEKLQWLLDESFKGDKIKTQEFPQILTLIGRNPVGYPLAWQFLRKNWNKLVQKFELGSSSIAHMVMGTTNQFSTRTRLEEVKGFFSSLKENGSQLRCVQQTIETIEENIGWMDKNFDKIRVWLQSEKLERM
PglD DTNB = PglD (C. jejuni) enzyme inhibition | inhibition, % at 12.5 µM | actives 0.098% (n = 360,000) | AID 602405 | purified PglD enzyme, DTNB colorimetric CoA detection; in the data active = inhibition above about 16%, passing the limit was not always enough; inconclusive = no clear call, values can overlap the other calls; note: strong numbers were not always called active
S100A4 MyoIIA = blocks human S100A4 binding to myosin IIA peptide. actives 0.14% (n = 360,000). P26447. inhibition, % at 10.7 µM. S100A4/TAMRA-MyoIIA peptide fluorescence polarization. AID 652163;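 active = mean inhibition of at least 70% across replicates, with every replicate also reaching that level; inconclusive = mean inhibition reaches 70% but some replicates fall short; inactive = mean inhibition below 70%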
Target sequence (P26447 whole entry, looked up): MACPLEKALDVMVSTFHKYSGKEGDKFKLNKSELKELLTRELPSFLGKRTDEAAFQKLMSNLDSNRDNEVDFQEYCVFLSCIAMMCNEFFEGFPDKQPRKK
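Test system – S100A4 monomer (human) · Compound – single-point compound testing · Schedule – 5 min incubation before reading · Probe or stimulus – TAMRA-labelled myosin IIA heavy-chain peptide probe, 5 nM · Benchmarks – neutral control DMSO, positive control TFP · Medium – Calcium-containing HEPES buffer, pH 7.2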
LGR2 inh = inhibitors of bursicon-induced Drosophila LGR2 receptor cAMP signaling | actives 0.35% (n = 380,000) | inhibition, % at 9.99 µM | AID 720647 | HEK293 LGR2, CRE-luciferase, bursicon-stimulated, 4 h;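 active = drop in luminescence signal, shown as inhibition above about 50% in the replicate tests, limit read from the data, passing the limit was not always enough; inconclusive = probably only some replicates passing the limit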;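 note: agonist challenge used bursicon conditioned medium at about half maximal strength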
PGC1a acetyl inh = modulators of PGC1a acetylation; AID 651687; actives 0.17% (n = 350,000); inhibition, % at 15.6 µM; U2OS PGC1a acetylation, AlphaScreen anti-acetyl-lysine; with virally co-expressed GCN5 acetyltransferase;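 active = every replicate shows inhibition of at least 40%; inconclusive = mean inhibition at least 40% but some replicate below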;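 note: 0% = neutral control wells and 100% = positive control wells; some results beyond the cut were filed as inactive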
PAX8 inh HTS = lowers PAX8-driven luciferase in RMG-I cells; inhibition, % at 12.6 µM; actives 1.2% (n = 360,000); RMG-I TPO-luciferase reporter, SteadyGlo, 24 h; AID 652154;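 active = mean replicate inhibition at least 60% with every replicate also reaching 60%; inconclusive = only one of the two criteria is met; inactive = mean below 60% and not all replicates reaching 60%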;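 note: luciferase light reporting Pax8 driven TPO promoter activity; plate controls were median of neutral control wells for no effect and mitoxantrone controls for full effect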
FN deposition inh = fibronectin deposition inhibition; AH1F fibroblasts, Alexa488-fibronectin deposition fluorescence, overnight; inhibition, % at 12.6 µM; actives 0.086% (n = 350,000); AID 743247;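 active = mean inhibition across replicates of 30% or more, regardless of how many single replicates reach that level; inconclusive = mean under 30% yet at least half of replicates reach 30%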;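 note: positive control wells lacked labelled fibronectin entirely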
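Material – AH1F fibroblast monolayer, labelled fibronectin deposition · Reagent – labelled fibronectin 24 nM · Timing – 1 h adhesion, overnight exposure · Measured by – fluorescence at 485 nm excitation, 525 nm emission · Read-out – inhibition of fibronectin deposition signal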
EWS-Fli inh = inhibitors of EWS/Fli oncoprotein transcriptional activity | A673 NR0B1-luciferase reporter, viability-normalised | inhibition, % at 12.6 µM | actives 0.67% (n = 350,000) | AID 651661;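 active = mean inhibition of at least 50% after viability correction, with every replicate also passing that limit; inconclusive = mean reaches 50% but only one of two replicates passes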;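 note: firefly luciferase signal divided by Alamar Blue viability fluorescence both relative to DMSO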
Active calls of the source: *; ? = inconclusive; . = no result given; & = joins results of further samples.

SMILES,FN deposition inh,PGC1a acetyl inh,PglD DTNB,LGR2 inh,ERAP1 HTS inh,PAX8 inh HTS,EWS-Fli inh,S100A4 MyoIIA
Cc1ccccc1S(=O)(=O)N1CC[C@H]2[C@H](CO)Nc3ccc(C#Cc4ccccc4)cc3[C@H]21,5,3,0,3,1,12,11,16
C=CCNC(=O)C1CC(=O)N(c2ccc(OCC(=O)Nc3c(C)cccc3C)cc2)C1 (stereo unspecified),2,.,1,-5,-1,13,-2,-23
CCOc1ccc2nc(N3CCCN(C(=O)Nc4ccccc4C)CC3)c(C#N)cc2c1,6,5,-3,.,.,-9,.,.
COc1cc(C(=O)Oc2ccc(C(=S)N3CCOCC3)cc2)cc(OC)c1OC,-11,.,6,17,-2,2,-5,6
CCCCCCCCN1C(=O)[C@@H](CC(=O)NCCc2ccccc2OC)C[C@@]2(C(=O)OC)C1=C[C@H](C1CCCC1)O[C@@H]2C,6,.,.,7,6,33,23,8
CCn1c(SCC(N)=O)nnc1-c1ccc2[nH]c(C)c(C)c2c1,-2,1,3,.,.,4,.,.
Cc1cc(NC(=O)COC(=O)C2CSC3(C)CCC(=O)N23)ccc1Br (stereo unspecified),12,5,4,2,3,-6,-6,-6
CC(Cc1cccnc1)NC(=O)CCc1nnc(-c2ccccc2)o1 (stereo unspecified),4,-4,0,-10,-1,-8,-3,3
Cc1ccc(S(=O)(=O)Nc2ccc3c(c2)C(=O)N([C@H](C)CO)C[C@@H](C)[C@H](CN(C)C(=O)Nc2ccc(F)cc2)OCCCC[C@@H](C)O3)cc1,-10,5,-5,-23,-2,61*,12,8
Cc1cc(=O)[nH]c(NN)n1,-3,?,7,-4,-3,10,-6,0
CC(=O)Nc1ccc2c(c1)C(=O)N(C)[C@@H]1CC[C@@H](CC(=O)N3CCc4ccccc4C3)O[C@@H]1CO2,1,1,-2,4,.,9,-4,.
O=C(Nc1ccc2c(c1)[C@@H]1C[C@H](CC(=O)N3CCc4ccccc4C3)O[C@H](CO)[C@@H]1O2)c1ccc2c(c1)OCO2,5,0,-2,-1,1,-28,-45,-14
CCCC#Cc1ccc2c(c1)O[C@@H](CN(C)CC1CCOCC1)[C@H](C)CN([C@@H](C)CO)S2(=O)=O,.,5,.,-2,.,18,-9,.
CC(Sc1nncs1)C(=O)Nc1ccc2c(c1)OCO2 (stereo unspecified),1,-6,.,-30,2,-10,-20,9
COc1cccc(NC(=O)Nc2ccc3c(c2)C(=O)N(C)C[C@@H](OC)[C@H](C)CN[C@H](C)CO3)c1,-5,19,1,2,-3,-37,-23,4
C[C@@H]1CN([C@H](C)CO)C(=O)c2cc(NS(=O)(=O)c3cn(C)cn3)ccc2O[C@H]1CN(C)C,1,1,1,-11,0,-1,-11,23
CCn1c(C)nc2cc(C(=O)NNC(=S)Nc3ccc(C)cc3)ccc21,0,-5,6,2,-2,-7,1,4
O=C(C[C@@H]1CC[C@@H]2[C@H](COC[C@@H](O)CN2Cc2ccncc2)O1)NCc1ccncc1,0,-3,2,-1,0,-1,6,-2
CCC(=O)N[C@@H]1CC[C@H](CC(=O)NCCN2CCCCC2)O[C@@H]1CO,1,-5,17,-3,1,-1,1,-12
C[C@H](CO)N1C[C@H](C)[C@H](CN(C)S(=O)(=O)c2cn(C)cn2)Oc2c(NS(C)(=O)=O)cccc2C1=O,-8,-9,18,-3,1,.,20,-7
C[C@@H]1CN([C@@H](C)CO)C(=O)c2cc(C#CCc3ccccc3)cnc2O[C@H]1CN(C)CC1CCCC1,.,-28,6,1,-1,.,10,25
O=C(/C=C/c1ccco1)N1CCCC(c2ccccc2)C1 (stereo unspecified),-10,.,.,.,-7,5,2,-5
CCCCN(C(=O)C1CCN(C(=O)c2ccccc2C)CC1)c1c(N)n(CCCC)c(=O)[nH]c1=O,2,1,3,-13,5,-1,1,-3
O=C(C[C@@H]1CC[C@@H]2[C@H](COC[C@H](O)CN2Cc2ccccc2F)O1)N[C@@H]1CCN(Cc2ccccc2)C1,-4,-1,2,16,1,23,17,-10
C[C@H](CO)N1C[C@H](C)[C@H](CN(C)S(=O)(=O)c2ccc(C#N)cc2)OCc2cnnn2CCCC1=O,-4&5,-1,3,-7&4,-1&4,5,3&-4,-2&4
Cc1ccc(/C=N/N2CCN(c3ccccc3)CC2)cc1,.,.,.,-108,2,-95,-82,-1
COc1ccc2c3c([nH]c2c1)[C@H](CO)N(Cc1ccccc1F)CC31CCN(C(=O)C2CCOCC2)CC1,.,.,.,-1,-5,.,8,-1
CCN1CCN(CC(=O)c2c[nH]c3ccccc23)CC1,-11,9,2,.,.,11,.,.
CCN(C[C@@H]1[C@@H](c2ccc(-c3ccccc3)cc2)[C@H](CO)N1C(C)=O)C(C)=O,.,1,0,-1,-1,-4,2,-2
O=C(C[C@H]1C[C@H]2c3cc(NC(=O)Nc4ccccc4F)ccc3O[C@H]2[C@H](CO)O1)NC1CCCC1,-5,4,3,-8,-2,2,-4,7
Cc1ccccc1S(=O)(=O)N1CC[C@@H]2[C@H](CO)Nc3ccc(-c4cccc(C#N)c4)cc3[C@@H]21,19,-12,5,8,.,-1,-2,.
CCCCCCN1C[C@H](n2cc(C3CC3)nn2)[C@@H](O)C[C@@H]1c1ccc(OC)cc1,-13,14,5,-6,-2,3,-4,4
CCOc1ccc(CCNC(=O)c2cccc(NC3=NC4CS(=O)(=O)CC4S3)c2)cc1OCC (stereo unspecified),-3,-11,4,.,1,-9,1,-2
Cn1c(=O)cc(SCC(=O)NCC2COc3ccccc3O2)c2ccccc21 (stereo unspecified),-2,-3,14,.,.,15,.,.
O=C(CNCc1cccs1)NC12CC3CC(CC(C3)C1)C2,2,3,.,3,7,-20,-7,-6
C[C@@H]1CCCCO[C@@H](CN(C)Cc2ccccc2)[C@@H](C)CN([C@H](C)CO)C(=O)c2cc(NS(=O)(=O)c3ccc(F)cc3)ccc2O1,-7,0,-1,-9,0,-28,-20,7
CCOc1ccc(S(=O)(=O)NCCC(=O)NC2CCCCC2)cc1,0,.,7,-1,3,16,3,-3
O=C(Nc1ccccc1F)N1CC(=O)N2[C@H](CO)[C@@H](c3ccc(-c4cccnc4)cc3)[C@H]2C1,1,-4,.,9,3,.,7,0
O=C(NCCSc1c[nH]c2ccccc12)c1ccc(Br)o1,1,.,1,-18,3,12,8,-1
O=C(/C=C/c1ccccc1)NC(=S)N1CCSCC1,-9,17,.,0,-1,3,2,-2
O=C(NC(=S)Nc1ccc2c(c1)OCCO2)c1cccc2ccccc12,1,.,.,-42,2,-10,11,-3
CCOC(=O)Cc1csc(NC(=O)COC(=O)/C=C/c2ccc(OC)cc2)n1,1,1,0,-10,1,-3,2,11
COc1ccc2cc(CN(CC3CCCO3)C(=S)Nc3ccccc3)c(=O)[nH]c2c1 (stereo unspecified),13,.,.,.,-2,19,43,-7
CSc1ncc(C(=O)Nc2ccc(Br)cn2)c(C)n1,.,10,8,3,4,-11,-29,1
Cc1ccc(C(=O)N2CCCc3ccccc32)c(Cl)c1,6,-4,1,-19,1,-16,-26,1
COc1ccc(CCNS(=O)(=O)c2cnc(Cl)c(Br)c2)cc1OC,-3,14,-10,-11,-2,-9,13,3
COC(=O)c1ccc(N2C(=O)C3CC(C)=C(C)CC3C2=O)cc1 (stereo unspecified),-1,-4,.,2,3,12,-6,0
O=C(C[C@@H]1C=C[C@H](NC(=O)CN2CCOCC2)[C@H](CO)O1)NCCc1ccccc1,.,0,-2,-70,2,4,9,8
N#C[C@@H]1[C@H](c2ccc(C3=CCCC3)cc2)[C@@H](CO)N1C(=O)C1CCC1,-5,3,4,-6,2,0,11,-19
CC(C)Cc1nn2c(=O)cc(CSCC(=O)Nc3ccccc3F)nc2s1,-1,2,-5,-16,-2,3,.,-7
CCC(=O)N1CCCCN2[C@H](CO)[C@H](c3ccc(-c4ccc(F)cc4)cc3)[C@@H]2C1,.,-2,2,26,-1,3,2,-8
CN(C)c1ccc(Sc2ccc3nc(N)nc(N)c3c2)cc1,-1,46*,2,18,0,53,2,0
COc1cc(NC(=S)NCc2ccc(S(N)(=O)=O)cc2)c(OC)cc1Cl,.,.,.,-5,7,11,65*,3
CCN(CC)C1=NC=CC(c2ccccc2)=CC1C (stereo unspecified),0,-4,-2,-1,0,-15,0,-13
CC(C)NC(=O)Nc1ccc2c(c1)CC(=O)N([C@H](C)CO)C[C@H](C)[C@@H](CN(C)Cc1ccc3c(c1)OCO3)O2,.,-1,0,-8,-4,6,.,7
CCCCCNC(=O)C(CCc1ccccc1)n1c(=O)c(-c2ccccc2)nc2ccccc21 (stereo unspecified),-6,.,.,18,-2,0,-3,4
CC1CCC(=O)N(CCC#N)CC1 (stereo unspecified),0,6,-3,21,4,-14,-5,0
O=[N+]([O-])c1ccccc1Nc1nc(-c2cccnc2)cs1,10,.,-1,-51,5,-36,-69,-3
CCCCC1(Cc2cccc([N+](=O)[O-])c2)C(=O)N(c2ccccc2)N(c2ccccc2)C1=O,4,-35,1,.,.,38,.,.
C[C@@H]1CN([C@H](C)CO)C(=O)Cc2cc(NS(=O)(=O)c3cn(C)cn3)ccc2O[C@H]1CN(C)Cc1ccncc1,.,2,6,-28,-9,3,1,-5

Three compounds from above, arranged by length of the SMILES, descending:
SMILES,FN deposition inh,PGC1a acetyl inh,PglD DTNB,LGR2 inh,ERAP1 HTS inh,PAX8 inh HTS,EWS-Fli inh,S100A4 MyoIIA
CCCCCNC(=O)C(CCc1ccccc1)n1c(=O)c(-c2ccccc2)nc2ccccc21 (stereo unspecified),-6,.,.,18,-2,0,-3,4
CC(C)Cc1nn2c(=O)cc(CSCC(=O)Nc3ccccc3F)nc2s1,-1,2,-5,-16,-2,3,.,-7
CC1CCC(=O)N(CCC#N)CC1 (stereo unspecified),0,6,-3,21,4,-14,-5,0

(list continues)
SMILES,FN deposition inh,PGC1a acetyl inh,PglD DTNB,LGR2 inh,ERAP1 HTS inh,PAX8 inh HTS,EWS-Fli inh,S100A4 MyoIIA
Cc1ccccc1S(=O)(=O)N1CC(=O)N2[C@H](CO)[C@@H](c3ccc(C#CCN(C)C)cc3)[C@H]2C1,.,11,.,0,1,.,2,5
C[C@@H]1CCCCO[C@H](CN(C)C(=O)Nc2ccccc2)[C@@H](C)CN([C@H](C)CO)C(=O)c2cc(NS(=O)(=O)c3ccc(F)cc3)ccc2O1,-13,-9,3,-1,.,-40,3,.
C[C@@H]1CN([C@@H](C)CO)C(=O)c2cccc(NC(=O)C3CCOCC3)c2O[C@H]1CN(C)Cc1ccccc1,.,8,6,-7,-3,-5,0,9
Oc1ccc(/C=N/Nc2ccc3ccccc3c2)c(O)c1,-7,-1,1,-31,-5,-9,-8,-3
O=C(c1ccc(F)cc1)N1CC(=O)N2[C@H](CO)[C@H](c3ccc(C#Cc4ccc(F)cc4)cc3)[C@@H]2C1,.,-5,.,10,2,7,10,2
CC[C@H](C)[C@@H](C(=O)NCCCCCCCCCCC(=O)N1CCNCC1)n1cc(CCCCN=C(N)N)nn1,3,0,-5,-5,-4,-14,-7,-4
O=C(N[C@@H]1CC[C@@H](CCNS(=O)(=O)c2ccccc2)O[C@H]1CO)c1cccnc1,.,-3,2,16,-2,2,-23,1

Source: PubChem
